Source: PubChem BioAssay
14-3-3 PPI = modulators of 14-3-3 gamma protein binding, primary screen, biochemical, fluorescence polarization | inhibition, % at 40 µM | FP, 14-3-3gamma / TMR-pS259-Raf peptide binding | 14-3-3 protein gamma (Homo sapiens), P61981 | 160,000 compounds, 0.19% hits; in the data active = inhibition above about 30%;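 note: 0% = protein plus tracer without compound and 100% = blank with tracer alone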
Target sequence (P61981 whole entry, looked up): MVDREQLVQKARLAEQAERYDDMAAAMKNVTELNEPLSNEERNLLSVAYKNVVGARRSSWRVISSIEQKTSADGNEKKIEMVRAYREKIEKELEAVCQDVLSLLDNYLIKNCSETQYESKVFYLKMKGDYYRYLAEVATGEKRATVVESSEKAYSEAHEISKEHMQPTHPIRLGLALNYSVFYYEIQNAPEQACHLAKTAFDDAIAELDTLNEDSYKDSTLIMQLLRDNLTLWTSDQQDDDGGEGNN
An asterisk follows results filed as active; & = joins results of further samples. Some of the compounds tested (hit frequency here may not be typical).

| mol | 14-3-3 PPI |
| --- | --- |
| COc1ccc(-c2nc(N3CCCC3)nc3nn4c(C)cc(C)nc4c23)cc1 | -14.2 |
| CCOc1ccc2c(c1)N(C(=O)C(F)(F)F)C(C)(C)C(=S)C2=C1SC(C(=O)OC)=C(C(=O)OC)S1 | -0.1 |
| COc1ccccc1-c1noc(-c2ccccc2)n1 | -8.0 |
| C=C(C)c1cccc(C(C)(C)NC(=O)Nc2ccc(I)cc2)c1 | -8.3 |
| CCN(CC)c1nc(Nc2ccccc2)nc(OC(C(F)(F)F)C(F)(F)F)n1 | -7.0 |
| O=C1CCCC2=C1C(c1cccc(O)c1)C1=C(CCCC1=O)N2 | -12.2 |
| COc1ccc(CCn2c(=S)[nH]c3ccc(I)cc3c2=O)cc1OC | 0.5 |
| Brc1ccc(CSc2cccc3cccnc23)cc1 | 1.7 |
| COc1ccc2c(c1OC)C(=O)OC2Nn1cncn1 (stereo unspecified) | -5.0 |
| NC(=O)C1(N2CCCCC2)CCN(C(=O)CSc2nc3ccccc3s2)CC1 | 1.9 |
| C=CCSc1nc(-c2ccc(C)cc2)cc(C(F)(F)F)c1C#N | -9.5 |
| O=C(Cn1nc(-c2ccccc2)ccc1=O)NCCN1CCN(c2cccc(Cl)c2)CC1 | 4.3 |
| COC(=O)C(NC(C)=O)(Nc1nc2ccc([N+](=O)[O-])cc2s1)C(F)(F)F (stereo unspecified) | -14.1 |
| O=C1C2C3c4ccccc4C(c4ccccc43)C2C(=O)N1c1ccc([N+](=O)[O-])cc1Br (stereo unspecified) | 4.2 |
| Cc1c(CC(Cl)(Cl)Cl)c2c(n1-c1ccccc1[N+](=O)[O-])CCCC2=O | 13.8 |
| CCOc1cc2[nH]c(=S)n(CCC(=O)NC3CCCCC3C)c(=O)c2cc1OCC (stereo unspecified) | -2.5 |
| Cc1ccc(S(=O)(=O)Nc2ccc(Cl)cc2C(=O)N2CCN(S(=O)(=O)c3ccc(Cl)cc3)CC2)cc1 | 0.9 |
| C=CCSc1nnc2n(CCc3ccccc3)c(=O)c3c4c(sc3n12)COC(C)(C)C4 | 2.9 |
| COCCOC(=O)c1c(C)oc2ccc(OCC(N)=O)cc12 | 0.2 |
| CC1=C(C(N)=O)C(c2cccc([N+](=O)[O-])c2)NC(=O)N1 (stereo unspecified) | 3.7 |
| CN1CCN(CCCNC(=O)c2cc(-c3ccncc3)nc3ccccc23)CC1 | 3.3 |
| COc1cccc2c1OC1(C)CC2NC(=O)N1 (stereo unspecified) | -7.9 |
| CC1CC(C)CN(C(=O)c2ccc3c(c2)NC(=O)C(N2CCCCC2)S3)C1 (stereo unspecified) | -5.5 |
| COc1ccccc1N1CCN(CCCC(=O)c2ccc(F)cc2)CC1 | -1.7 |
| Cc1ccc2cc(C(c3nnnn3C3CCCC3)N3CCOCC3)c(=O)[nH]c2c1C (stereo unspecified) | -4.3 |
| CCC(C)NC(=O)c1sc2ncnc(N3CCCCC3C)c2c1C (stereo unspecified) | -0.4 |
| Cc1[nH]c2ccccc2c1CC(=O)O | -7.9 |
| CC1CCC2(CC1)CC(C)c1ccccc1CN2 (stereo unspecified) | -0.8 |
| CCCN(CCC)Cc1c(O)ccc2c(=O)c(-c3ccc(Cl)cc3)coc12 | -2.6 |
| CC(C)COCC(CN(Cc1ccccc1)c1ccccc1)N1CCCC1 (stereo unspecified) | -6.8 |
| CN1CCN(S(=O)(=O)c2ccc(N(C)Cc3cccs3)nc2)CC1 | -8.5 |
| C=CCNC(=O)c1ccccc1NS(=O)(=O)c1ccc(SC)cc1 | 1.1 |
| Nc1ccc(-n2nnnc2-c2ccco2)cc1 | -1.4 |
| CCOc1cccc2cc(C(N)=O)c(=Nc3ccc(C(C)=O)cc3)oc12 | -8.0 |
| CC(c1ccc(Br)cc1)N1CC23C=CC(O2)C(C(=O)O)C3C1=O (stereo unspecified) | -2.0 |
| Cc1cc(NC(=O)COC(=O)CSCc2ccc(Cl)c(Cl)c2)no1 | -5.8 |
| CC(NC(=O)c1ccc(CS(=O)(=O)Cc2ccccc2F)o1)c1ccc2c(c1)OCCO2 (stereo unspecified) | -11.6&-29.6 |
| CC(C)C(NS(=O)(=O)c1cccs1)C(=O)NC(c1ccccc1)c1ccccc1 (stereo unspecified) | -6.7 |
| O=C(CCC1N=C2c3ccccc3N=C(SCc3ccc(F)cc3)N2C1=O)N1CCN(c2ccccc2)CC1 (stereo unspecified) | -66.4 |
| COC(=O)c1ccc(CSc2ccc3nnc(-c4cccc(F)c4)n3n2)o1 | -6.8 |
| O=C(C1CCCC1)N1CCc2ccccc21 | 1.0 |
| Cc1n[nH]c(C)c1NC(=O)c1cccc([N+](=O)[O-])c1 | -6.5 |
| O=C(NC1CCCC1)c1ccc(N2CC3CC(C2)c2cccc(=O)n2C3)c(NS(=O)(=O)c2ccc(Cl)cc2)c1 (stereo unspecified) | -4.3 |
| Cc1ccc(CSc2nc3ccsc3c(=O)n2Cc2ccco2)cc1 | -5.8 |
| CCC(NC(=O)Nc1cc(OC)c(OC)c(OC)c1)(C(F)(F)F)C(F)(F)F | -8.4 |
| CCC(C)NC(=O)CCS(=O)(=O)c1cc(Br)cc2c1N(C(C)=O)C(C)C2 (stereo unspecified) | -8.6 |
| CCN(CC)S(=O)(=O)c1cccc(C(=O)NCCCN2CCOCC2)c1 | -7.0 |
| CCOC(=O)c1snc2c(=O)[nH]cnc12 | -0.6 |
| CCOc1ccc(-c2cc(C(=O)NC(C)CC)c3ccccc3n2)cc1 (stereo unspecified) | -2.6 |
| COc1cc(C(=O)Nc2ccc(CC#N)cc2)cc(OC)c1OC | 21.0 |
| CCC1=C(C(=O)OC)C(c2cccc(OC)c2OC)n2ncnc2N1 (stereo unspecified) | 1.3 |
| CC(=O)NC1CC2CCCC(C1)N2CC(=O)N1CCCc2ccccc21 (stereo unspecified) | -4.6 |
| Cc1ccc(S(=O)(=O)N2CCCC2)cc1S(=O)(=O)N1CCCC1 | -4.2 |
| Fc1ccc(-c2cc(C(F)(F)F)n3ncnc3n2)cc1 | -4.3 |
| N#CC1=C(N)NC(SCc2ccc(Cl)cc2)=C(C#N)C12CCCCC2 | 2.4 |
| Cc1ccc(O)c(-n2nc3ccccc3n2)c1 | -0.5 |
| COCCCNC(=O)c1ccc(CS(=O)(=O)Cc2cccc(C)c2)o1 | 0.1 |
| CCCCn1c(N)c(C#N)c2nc3ccccc3nc21 | -21.5 |
| NC(=O)c1ccsc1NC(=O)c1ccco1 | -12.2 |
| Cc1ccc(NCc2nc(-c3ccc(C)cc3)no2)cc1 | -3.6 |

(cont.)
| mol | 14-3-3 PPI |
| --- | --- |
| CCn1c(C)nc2cc(S(=O)(=O)N3CCCCC3)ccc21 | -5.4 |
| CCOc1cc(C2Nc3cc(C)c(C)cc3NC3=C2C(=O)CC(C)(C)C3)cc([N+](=O)[O-])c1O (stereo unspecified) | 1.9 |
| O=C(NCc1ccccc1Cl)c1cc2ccccc2o1 | -5.2 |
| Brc1cccc(-c2nnc(-c3ccccc3)o2)c1 | -5.8 |
| Cc1nc(N2CCOCC2)c(C#N)c2c1COC(C)(C)C2 | -2.9 |
| Cc1ccc2c(c1)C(c1ccccc1)N(C(=O)CCC1CCCC1)CC(=O)N2 (stereo unspecified) | -0.5 |
| CSc1ccccc1N1C(=O)C=CC1=O | 0.3 |
| Cc1ccc2nc(NCc3ccccc3)c(C=Nc3ccccc3)c(=O)n2c1 | -5.5 |
| CSc1nn2c(=O)c(C(C)(C)C)nnc2s1 | -2.8 |
| O=C(NCc1ccccc1)c1cc(S(=O)(=O)N2CCOCC2)ccc1Cl | -2.9 |
| CCC(C)NC(=O)C1CCN(C(=O)c2ccccc2)CC1 (stereo unspecified) | 4.6 |
| COc1ccc(-c2nnc(SCC(=O)Nc3nccs3)n2-c2ccccc2)cc1OC | -3.1 |
| O=C(CCSCc1ccccc1F)N1CCN(c2ccccn2)CC1 | -4.8&0.1 |
| Cc1cccc(N2CCn3c2nc2c3c(=O)n(C)c(=O)n2C)c1 | 2.8 |
| N#Cc1c(NC(=O)Cn2cc([N+](=O)[O-])cn2)sc2c1CCC2 | -26.4 |
| Cc1cccc(N=C2C(=O)N(Cc3ccc(F)cc3)c3ccccc32)c1 | -8.6 |
| CCc1ccc(O)c(N=Cc2cc(C)c(C)c(Br)c2O)c1 | 14.8 |
| CCC(=O)Nc1ccc(-c2nc3cc(Cl)ccc3c(=O)o2)cc1 | -5.5 |
| O=C(Nc1cccnc1)c1sc2cc(F)ccc2c1Cl | -4.0 |
| CCCN1C(=O)C(C(O)c2ccc(OC)c(OCC)c2)SC1=Nc1ccccc1 (stereo unspecified) | -3.4 |
| O=C(NCc1ccc2c(c1)OCO2)c1ccc(NS(=O)(=O)c2ccc3c(c2)OCCO3)cc1 | -6.9 |
| COC(=O)c1ccccc1N/C=C/C(=O)c1ccc(Br)cc1 | 4.4 |
| COc1ccc(C)cc1S(=O)(=O)N1CCc2ccccc2C1 | -0.1 |
| COc1ccc(CC(=O)Nc2c3c(nn2C(C)(C)C)CS(=O)C3)cc1 (stereo unspecified) | -2.6&-15.5 |
| CC(C)(C)c1cc(C(F)(F)F)[nH]n1 | -4.2 |
| COC(=O)C1=C(C)NC(=O)CC1c1ccc(Cl)c([N+](=O)[O-])c1 (stereo unspecified) | 9.7 |
| COc1ccc(-c2nc(SCC(=O)Nc3ccccc3F)c3c(=O)n(C)c(=O)n(C)c3n2)cc1 | 1.4 |
| COc1ncnc(OC)c1NC(=O)c1ccc(F)cc1 | -3.3 |
| CCOC(=O)c1ccccc1NC(=O)c1ccccc1SC | -0.8 |
| COc1ccccc1NC(=O)N(c1c(N)n(Cc2ccccc2)c(=O)[nH]c1=O)C1CCCC1 | 3.8 |
| O=C(CN1CCCN(S(=O)(=O)c2ccc(Br)cc2)CC1)c1ccc(O)c(O)c1 | -37.8 |
| Cn1c(=O)c2cc(S(=O)(=O)N3CCN(c4cccc(C(F)(F)F)c4)CC3)ccc2n(C)c1=O | -8.3 |
| Cc1csc(NC(=O)c2nc3nccc(C)n3n2)n1 | -12.8 |
| COc1cc(OC)cc(C(=O)Nc2ccc(S(=O)(=O)N(C)C)cc2)c1 | -0.4 |
| CC1CCCN(C(=O)COC(=O)c2n[nH]c3ccccc23)C1 (stereo unspecified) | -4.7 |
| CC1CCCN(c2nc3ccsc3c(=O)s2)C1 (stereo unspecified) | -4.9 |
| Cc1c(C(=O)N2CCN(Cc3ccc4c(c3)OCO4)CC2)sc2ncn(CC(=O)Nc3cccc(C(F)(F)F)c3)c(=O)c12 | -7.3 |
| CSc1ccc(C2C3=C(CC(C)(C)CC3=O)Nc3nc(SC)nn32)cc1 (stereo unspecified) | -2.3 |
| CN1CCN(c2nc(N3CCN(CCO)CC3)nc3ccccc23)CC1 | -8.4 |
| COc1ccc(-n2c(Cn3c(=O)sc4ccccc43)nnc2SCC(=O)N2CCOCC2)cc1 | -0.7 |

Quoted at random: 4 compounds from above.
| mol | 14-3-3 PPI |
| --- | --- |
| CCOC(=O)c1ccccc1NC(=O)c1ccccc1SC | -0.8 |
| CC(C)(C)c1cc(C(F)(F)F)[nH]n1 | -4.2 |
| COC(=O)C1=C(C)NC(=O)CC1c1ccc(Cl)c([N+](=O)[O-])c1 (stereo unspecified) | 9.7 |
| COc1cc(OC)cc(C(=O)Nc2ccc(S(=O)(=O)N(C)C)cc2)c1 | -0.4 |

(more compounds)
| mol | 14-3-3 PPI |
| --- | --- |
| COc1ccc(OCCC(=O)NC2=NCCS2)cc1 | -7.4 |
| CC1NC2=C(C(=O)CC(c3ccccc3)C2)C(c2ccc(Br)cc2)C1C#N (stereo unspecified) | -4.3 |
| Cc1cc(OCc2ccc([N+](=O)[O-])cc2)c2c(-c3ccccc3)cc(=O)oc2c1 | -16.1 |
| Cc1ccc(C2OC3(C(=O)c4ccccc4C3=O)C3C(=O)N(c4cccc(C)c4C)C(=O)C23)cc1 (stereo unspecified) | -0.7 |
| CC1CC(C)(C)NC(=S)N1CCCC(=O)Nc1ccc(Cl)cc1 (stereo unspecified) | -9.5 |
| Cn1c(-c2ccccc2)c[nH]c1=S | -0.8 |
| COCCCNc1nc2c(c(=O)n(C)c(=O)n2C)n1Cc1ccc(Br)cc1 | 2.6 |
| COc1ccc(CC(=O)Nc2ccc3nc(-c4cccc(Cl)c4)oc3c2)cc1 | -40.0 |
| COc1cc(NC(=O)c2[nH]c(C)c(C(C)=O)c2C)cc(OC)c1 | -11.7 |
| Cc1cc2ccccc2n1CCNC(=O)c1cccc(C(F)(F)F)c1 | 2.9 |
| COc1ccc(OC)c(CNC(=O)c2ccc3c(c2)ncn3C2CCCC2)c1 | -4.9 |
| COc1ccc(-c2cn3c(C)c(C(=O)Nc4ccncc4)sc3n2)cc1 | -7.4 |
| CCCc1c(C)nc2c(Br)cccc2c1Cl | -1.4 |
| Cc1c(N=Cc2ccc(O)c(Br)c2)c(=O)n(-c2ccccc2)n1C | -0.9 |
| CC(=O)c1ccc(OCC(O)COc2ccc(C(C)=O)cc2)cc1 | 4.2 |
| COc1ccc(NC(=O)c2cc(-c3cccc(OC)c3)on2)cc1 | -4.9 |
| COc1cc(C2CC(=O)c3cnc(N4CCN(Cc5ccccc5)CC4)nc3C2)cc(OC)c1OC (stereo unspecified) | -4.4 |
| Cc1ccc2[nH]c(=O)c(CN(CC3CCCO3)S(=O)(=O)c3c(C)ccc4nsnc34)cc2c1 (stereo unspecified) | -4.6 |
| CC1(C)c2ccccc2N2CCC(=O)NC21C=Cc1cccs1 (stereo unspecified) | -14.2 |
| COc1ccc([N+](=O)[O-])cc1NC(=O)Cc1c(C(=O)O)[nH]c2ccccc12 | -9.0 |
| CCn1c(=O)c(C(=O)Nn2c(C)nc3ccccc3c2=O)c(O)c2ccccc21 | -10.0 |
| COc1ccc(C2Nc3ccccc3C(=O)N2c2ccc(Cl)cc2)cc1COc1ccccn1 (stereo unspecified) | 5.9 |
| Cc1cccc(-n2ncc3c(Nc4cccc(F)c4)ncnc32)c1 | -18.3 |
| Cc1cc2c(cc1Cl)N1CCS(=O)(=O)N=C1S2 | -1.1 |
| Oc1cc2ccccc2cc1-c1nnc2n1N=C(c1ccccc1)CS2 | -13.2 |
| O=S(=O)(NCCOc1cccc2cccnc12)c1ccc(F)cc1 | -7.0 |
| Cc1cc(N2C(=O)C(N3C(=O)c4cccc([N+](=O)[O-])c4C3=O)C2c2cccc(Br)c2)ccc1Br (stereo unspecified) | -4.6 |
| COC(=O)c1ccc(N=c2sc(C(=O)OC)cc(=O)n2C)cc1 | 4.9 |
| CC1CC(=O)N(c2ccc(NCCc3c[nH]c4ccccc34)c([N+](=O)[O-])c2)C1=O (stereo unspecified) | -1.5 |
